# High-throughput results: PubChem, several laboratories
# PAD4 inh – PAD4 (human) enzyme inhibition; hit rate 0.41% among 330,000; Q9UM07; recombinant PAD4, RCA probe fluorescence polarization; inhibition, % at 6.36 µM;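 active = percent inhibition above a cutoff equal to the mean of all tested compounds plus 3 SD, cut at about 15% in these data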;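 also: 0% = PAD4 with RCA probe and DMSO and 100% = probe without PAD4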
# Target sequence (Q9UM07 whole entry, looked up): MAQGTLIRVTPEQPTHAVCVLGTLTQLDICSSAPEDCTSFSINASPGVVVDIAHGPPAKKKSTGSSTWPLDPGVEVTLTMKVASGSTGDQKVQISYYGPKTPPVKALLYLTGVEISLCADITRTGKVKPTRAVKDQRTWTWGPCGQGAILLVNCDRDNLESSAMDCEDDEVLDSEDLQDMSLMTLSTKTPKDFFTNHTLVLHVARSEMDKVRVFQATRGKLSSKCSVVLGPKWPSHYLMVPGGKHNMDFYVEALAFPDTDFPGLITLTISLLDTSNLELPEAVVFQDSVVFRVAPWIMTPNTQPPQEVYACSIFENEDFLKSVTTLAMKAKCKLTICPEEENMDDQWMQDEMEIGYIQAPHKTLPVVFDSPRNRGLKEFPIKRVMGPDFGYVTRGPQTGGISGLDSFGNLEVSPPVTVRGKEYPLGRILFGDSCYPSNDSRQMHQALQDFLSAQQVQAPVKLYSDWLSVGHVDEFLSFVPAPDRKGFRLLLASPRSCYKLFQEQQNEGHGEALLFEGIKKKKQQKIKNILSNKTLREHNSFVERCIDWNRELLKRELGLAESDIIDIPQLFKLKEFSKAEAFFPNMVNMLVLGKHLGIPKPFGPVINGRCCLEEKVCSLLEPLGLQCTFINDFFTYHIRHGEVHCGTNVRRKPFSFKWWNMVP
# MCL1 BIM primary – disrupts human MCL1 binding to BIM-BH3 peptide; GST-MCL1 / FITC-Bim-BH3 fluorescence polarization; inhibition, % at 10.9 µM; hit rate 0.68% among 320,000; AID 2057;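 active = inhibition above the mean inhibition of all tested compounds plus 3 SD, set per campaign, cut at about 40% in these data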;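 also: 0% = DMSO wells and 100% = unlabeled Bim-BH3 peptide control; higher means more loss of mP so more displacement of Bim peptide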
# MEX-5 binding – C. elegans MEX-5 TCR-2 RNA binding activity; hit rate 0.38% among 300,000; MEX-5/FITC-TCR2 RNA binding, fluorescence polarization; active compounds read low; activity score (negative = inhibition of binding), % at 10 µM;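 active = inhibition past about -25% in most replicates, and total fluorescence under double the plate's negative control median, limit read from the data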;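 also: 0% = DMSO and -100% = 5 µM competing unlabeled TCR2 RNA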
# PME-1 inh – blocks human protein phosphatase methylesterase 1; Q9Y570; recombinant PME-1, FP-Rh probe fluorescence polarization; inhibition, % at 5.9 µM; hit rate 0.53% among 320,000; AID 2130;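 active = inhibition above the campaign mean of all compounds plus 3 SD, cut at about 26% in these data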;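 also: competitive labeling of PME-1 active site by serine hydrolase directed probe; 0% = PME-1 with DMSO and 100% = wells lacking PME-1 enzyme; inhibitors block probe labeling so polarization falls and inhibition rises; many of its hits are not listed in these tables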
# TPT1 inh – C. albicans TPT1 enzyme inhibition | inhibition, % at 5 µM | hit rate 0.81% among 300,000 | recombinant caTPT1, FP RNA substrate dephosphorylation;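 active = inhibition above the mean of all tested compounds plus 3 SD, set per screening campaign, cut at about 24% in these data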;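 also: plate controls were DMSO alone for no effect and ferristatin control at 100 nM for full effect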
# GLD-1 RNA inh – GLD-1-TGE RNA interaction inhibition (C. elegans). Q17339. purified GLD-1 + fluorescein TGE RNA, fluorescence polarization. inhibition, % at 5.96 µM. hit rate 0.44% among 320,000. AID 2280;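 active = percent inhibition above a per-plate cutoff, the plate mean of test compounds plus 3 SD, cut at about 30% in these data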;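 also: 0% = DMSO wells with GLD-1 and probe and 100% = wells lacking GLD-1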
# GSTO1 counter – blocks human GSTO1 in RBBP9 counter-screen | recombinant GSTO1, activity-based probe fluorescence polarization | inhibition, % at 5.96 µM | P78417 | hit rate 1.1% among 300,000;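 active = inhibition above the campaign mean inhibition plus 3 SD, cut at about 35% in these data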;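 also: 0% = GSTO1-1 with DMSO and 100% = wells lacking GSTO1-1 enzyme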
# Target sequence (P78417 whole entry, looked up): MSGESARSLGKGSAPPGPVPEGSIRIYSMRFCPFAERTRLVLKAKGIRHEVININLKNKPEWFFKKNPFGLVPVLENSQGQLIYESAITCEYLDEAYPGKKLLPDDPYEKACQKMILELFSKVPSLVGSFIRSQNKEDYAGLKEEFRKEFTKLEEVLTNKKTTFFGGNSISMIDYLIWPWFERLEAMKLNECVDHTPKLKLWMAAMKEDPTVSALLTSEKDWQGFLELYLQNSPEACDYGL
# Bcl-xL primary – blocks human Bcl-xL binding to Bim BH3 peptide; inhibition, % at 10.9 µM; hit rate 0.7% among 320,000; Q07817; GST-Bcl-xL / FITC-Bim BH3 peptide fluorescence polarization;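 active = inhibition above the mean of all tested compounds plus 3 SD, cutoff set per campaign, cut at about 30% in these data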;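 also: 0% = DMSO wells and 100% = unlabeled Bim-BH3 peptide competitor; inhibitors lower millipolarization by displacing the labeled peptide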
# Fam108B inh – blocks mouse Fam108B hydrolase in RBBP9 counter-screen. hit rate 0.33% among 300,000. inhibition, % at 9.51 µM. recombinant Fam108B, FP-Rh probe fluorescence polarization. AID 1947;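 active = inhibition above the screen mean inhibition plus 3 SD, computed separately per campaign, cut at about 18% in these data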;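 also: inhibitors lower polarization as less probe binds the enzyme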
# Active calls of the source: *; · = not tested or not shown. These rows are one share of the data; count on the stated rates, not on these rows.
SMILES,PAD4 inh,MCL1 BIM primary,MEX-5 binding,PME-1 inh,TPT1 inh,GLD-1 RNA inh,GSTO1 counter,Bcl-xL primary,Fam108B inh
Cc1c(Cc2ccccc2)sc(NC(=O)/C=C/c2cccc3ccccc23)c1C(N)=O,3,-5,-10,-7,-1,2,3,3,5
Cn1c(=O)c2c(SCCN3CCOCC3)nc(C3CCCC3)nc2n(C)c1=O,-3,10,0.7,2,2,3,-5,5,0
Cc1ccc(N(CC(=O)NC(C)C)C(=O)CCC(=O)Nc2nccs2)c(C)c1,-2,0,3.5,3,0,6,0,2,2
CC(C)(C)c1cc(OS(C)(=O)=O)ccc1O,-1,-1,1.3,-4,1,-2,-7,5,0
O=C(CCC(=O)N1CCOCC1)Nc1ccc(Cl)c(Cl)c1,-1,0,0.7,0,-1,-1,-2,0,0
CC(NC(=O)/C=C/c1ccccc1)c1ccccc1 (stereo not drawn),5,-3,1.1,-4,0,3,-3,-3,3
O=C(Nc1nnc(COc2ccc(Br)cc2)s1)c1ccco1,-4,0,0.5,-2,4,-2,-10,-4,4
CSc1nccc(N2CCN(c3ccc(F)cc3)CC2)n1,-2,6,0.2,3,0,9,-1,7,1
O=C(NCC(=O)N1CCN(S(=O)(=O)c2ccccc2C(F)(F)F)CC1)c1sc2ccccc2c1Cl,-1,-1,0.7,-2,-5,1,1,5,4
CCOc1ccc(CC2S/C(=N/c3ccccn3)NC2=O)cc1 (stereo not drawn),3,2,1.2,1,-1,-2,6,-2,-1
CCOC(=O)N1CCN(c2ccc3nnnn3n2)CC1,-4,10,-0.8,0,-3,3,2,3,-4
O=C(CCCn1c(SCC(=O)NC2CCCCC2)nc2ccccc2c1=O)NCC1CCCO1 (stereo not drawn),1,-4,-2.3,-6,0,7,5,2,-1
C=CCOC(=O)C(=O)/C=C/c1csc2ccccc12,4,5,-1.1,2,2,-3,7,4,-2
O=C(O)COc1ccccc1/C=N/NC(=O)CSc1nnc(SCc2ccc(Cl)cc2)s1,6,6,-1.9,11,-2,5,8,0,-5
O=C(NCc1cccnc1)c1cc(Sc2ccccc2Cl)nc2ccccc12,-1,5,-1.3,8,1,-2,-4,5,-1
COc1ccc(-c2nnn(CC(=O)N(C3CCCC3)C(C)C(=O)NC3CCCC3)n2)cc1OC (stereo not drawn),-1,13,-3.4,-4,-2,6,0,10,2
CC(=O)c1ccc(-n2c(-c3cc(-c4ccco4)[nH]n3)n[nH]c2=S)cc1,2,-6,0.8,-8,2,0,0,-5,3
Cc1cc(C(=O)CSC(C)c2nc3ccccc3c(=O)[nH]2)c(C)n1C (stereo not drawn),-1,19,-0.7,0,-1,15,2,11,-6
O=C(CCCC1=NS(=O)(=O)c2ccccc2N1)Nc1ccccc1,-1,-2,0.3,6,-1,-3,0,3,2
Cc1ccc(NC(=O)Nc2ccccc2)c(Br)c1,2,1,3.2,3,-3,3,5,4,2

# Exported as labelled records: four of the compounds above
> C=CCOC(=O)C(=O)/C=C/c1csc2ccccc12
  PAD4 inh: 4; MCL1 BIM primary: 5; MEX-5 binding: -1.1; PME-1 inh: 2; TPT1 inh: 2; GLD-1 RNA inh: -3; GSTO1 counter: 7; Bcl-xL primary: 4; Fam108B inh: -2
> O=C(O)COc1ccccc1/C=N/NC(=O)CSc1nnc(SCc2ccc(Cl)cc2)s1
  PAD4 inh: 6; MCL1 BIM primary: 6; MEX-5 binding: -1.9; PME-1 inh: 11; TPT1 inh: -2; GLD-1 RNA inh: 5; GSTO1 counter: 8; Bcl-xL primary: 0; Fam108B inh: -5
> O=C(NCc1cccnc1)c1cc(Sc2ccccc2Cl)nc2ccccc12
  PAD4 inh: -1; MCL1 BIM primary: 5; MEX-5 binding: -1.3; PME-1 inh: 8; TPT1 inh: 1; GLD-1 RNA inh: -2; GSTO1 counter: -4; Bcl-xL primary: 5; Fam108B inh: -1
> COc1ccc(-c2nnn(CC(=O)N(C3CCCC3)C(C)C(=O)NC3CCCC3)n2)cc1OC (stereo not drawn)
  PAD4 inh: -1; MCL1 BIM primary: 13; MEX-5 binding: -3.4; PME-1 inh: -4; TPT1 inh: -2; GLD-1 RNA inh: 6; GSTO1 counter: 0; Bcl-xL primary: 10; Fam108B inh: 2

# (more compounds)
SMILES,PAD4 inh,MCL1 BIM primary,MEX-5 binding,PME-1 inh,TPT1 inh,GLD-1 RNA inh,GSTO1 counter,Bcl-xL primary,Fam108B inh
Cc1nc2nc(SCc3ccccc3)nn2c(C)c1C,1,8,·,0,·,10,·,7,·
COc1ccc2nc(NC(=O)c3ccccc3-c3ccccc3C(=O)O)sc2c1,2,7,-2.5,3,2,6,5,4,-1
O=C(c1ccc2n[nH]nc2c1)N1CCN(c2ccc(C(F)(F)F)cn2)CC1,-6,4,·,0,·,4,·,4,·
O=C(CC1c2ccccc2Oc2ccccc21)Nc1ccccc1F,-3,-4,0.5,-1,-4,0,4,2,0
O=C(CCCn1c(=S)[nH]c2cc3c(cc2c1=O)OCO3)N1CCN(C2CCCCC2)CC1,-4,0,-3.2,-7,2,-6,10,-2,0
Cn1c(SCC(=O)Nc2ccccc2F)nc2c(c1=O)SCC2,1,10,0.0,4,-3,-1,6,0,0
O=C(Nc1ccc(F)cc1)C1CCCN(S(=O)(=O)c2ccc3[nH]c(=O)ccc3c2)C1 (stereo not drawn),-4,-4,1.3,6,1,-4,-20,-2,0
Cc1c(CC(=O)N2CCN(C(=O)C3COc4ccccc4O3)CC2)c(=O)oc2cc(O)cc(O)c12 (stereo not drawn),5,4,-1.8,-2,-3,1,33,8,0
COc1cccc(C2C(C#N)=C(N)Oc3c2oc(CO)cc3=O)c1 (stereo not drawn),-2,3,2.0,-2,2,1,4,8,3
O=C(NCCc1ccccc1F)c1cccc2cccnc12,-2,10,-4.0,-7,3,-2,6,12,8
Fc1ccc(-c2ccc(/C=N\n3cnnc3)o2)cc1Cl,1,5,0.6,3,0,-6,-3,-1,7
Cc1oc(-c2ccc(Cl)cc2)nc1CS(=O)CC(=O)NCCCN1CCCC(C)C1 (stereo not drawn),-5,4,-2.6,2,-1,1,3,3,1
COc1ccc(CCNC(=O)c2cc(-c3ccccc3)on2)cc1OC,-2,-1,3.2,-2,3,1,2,-1,-2
COCCCNc1nc2nonc2nc1N(C)CC1CCCN1C (stereo not drawn),-2,1,-0.9,0,1,4,5,3,0
COC(=O)C1=C(C)N(CCCC(=O)O)C(=O)NC1c1cccc(Cl)c1Cl (stereo not drawn),-4,9,-0.5,4,-4,5,2,4,0
COc1ccc(-c2cc(C(=O)N3CCN(c4ccccc4)CC3)c3ccccc3n2)cc1,3,10,3.8,-4,-1,2,1,6,-3
CCCCn1nnnc1SCC(=O)N1CCOCC1,-5,8,-1.4,-3,1,-8,-2,4,1
CCCc1cc(=O)[nH]c(Nc2ccc(N3CCCCC3)cc2)n1,-7,5,0.3,5,-3,3,-2,6,2
COc1ccc(-c2nnc(SCc3ccccc3)n2N)cc1,-2,-4,0.5,0,3,-1,-4,-1,1
O=C(Nc1cccc(F)c1)C1CCN(S(=O)(=O)c2cnc[nH]2)CC1,5,1,1.0,5,0,2,6,-1,4
N#Cc1ccsc1NC(=O)COC(=O)c1cc2ccccc2cc1O,-3,-7,-4.2,-8,6,1,6,3,-5
Cc1ccc(S(=O)(=O)Cn2nnnc2C(c2ccc(F)cc2)N2CCC(C(N)=O)CC2)cc1 (stereo not drawn),7,1,0.7,-4,-1,4,7,0,0
Cc1nn(-c2cccc(Cl)c2)c2nc(-c3ccncc3)cc(C(=O)N3CCOCC3)c12,-1,4,-0.7,5,-1,3,-1,4,-4
Cc1ccc(OCCNC(=O)CCC(=O)N2CCOCC2)cc1,-1,-7,1.2,-6,-2,10,5,-4,-5
COc1ccc(-n2nc(C(=O)NCC(=O)Nc3cccc(NC(C)=O)c3)c3ccccc3c2=O)cc1,-2,-2,1.9,2,-2,6,9,2,-2
CC(C)NCC(O)COCCOc1ccc(Cl)cc1 (stereo not drawn),-7,-7,-3.0,2,-1,4,2,-5,1
CC1(C)Cc2noc(N)c2C(C)(C)N1OC(=O)c1ccccc1,2,2,-1.3,-2,3,5,1,2,-1
NC(=S)N/N=C/c1ccccc1O,-7,15,-2.8,-10,2,-2,-16,9,-1
CCN(CC)C(=O)c1sc(NC(=O)c2ccoc2C)c(C(=O)OC)c1C,4,1,-0.5,-6,1,-2,-3,0,-1
COc1ccc(C(c2sc3nc(C)nn3c2O)N2CCCCC2)cc1 (stereo not drawn),-1,4,1.6,1,-1,-1,-2,2,0
Cc1cc(=O)n(CC(=O)O)c2ccccc12,-1,0,-2.4,2,3,-12,1,6,0
CNC(=O)c1c(Cl)cnn1-c1ccc(C)cc1,1,0,0.0,-6,2,-3,-7,0,-3
COc1cccc(C2CC(c3ccccc3OC)n3ncnc3N2)c1 (stereo not drawn),0,2,-2.7,1,-2,-4,-3,3,3
COc1cc2c(C(=O)N(C)c3ccc(F)cc3)cn(C)c(=O)c2cc1OC,-1,-5,1.6,-5,-2,3,2,1,3
CN(C(=O)COC(=O)c1ccc[nH]c1=O)C1CCCCC1,1,0,-2.0,-1,0,5,-3,4,-3
O=C(CN1CCN(c2ccc(O)cc2)CC1)N1CCc2ccccc21,3,24,0.7,1,-3,9,11,18,-1
CCCCNC(=O)CSc1nnc(Cc2ccccc2)n1CC,6,9,-1.1,-4,2,-3,-2,9,4
CC(C)NC(=S)NCc1cccnc1,-5,13,-2.3,-6,2,7,-5,5,-1
CC1(C)C(=O)C2(CCCC2)C(=O)OC1c1ccco1 (stereo not drawn),1,1,0.3,3,-3,-2,5,3,5
CCOC(=O)N1CCC(NC(=O)CCc2cn(C)c3ccccc23)CC1,-1,0,-1.1,-4,-2,7,2,-2,0
CCOn1c(=O)c(-c2cc(OC)ccc2OC)[n+]([O-])c2ccccc21,5,-3,1.5,0,-3,-3,3,1,-3
COc1cccc(OCC(O)CNC2CCCC2)c1 (stereo not drawn),2,1,1.4,-2,-2,6,3,3,1
CNc1nc(C)c(C(C)(C)C)s1,-5,-2,-0.3,-1,-5,2,-3,2,-1
O=C(c1ccc(-n2cccc2)cc1)N1CCN(Cc2ccccc2)CC1,0,-8,-2.8,1,0,-9,1,-3,-1
COc1ccc(/C=C2\CCCC(C(=O)C(F)(F)F)=C2O)cc1OC,-2,-11,-34*,-5,10,-1,6,-5,2
O=C(Nc1nnc(S(=O)(=O)N2CCCCC2)s1)c1ccccc1Br,-1,7,1.7,-6,-3,-8,-59,3,-1

# Full records, quoted from the list. Order of values: PAD4 inh, MCL1 BIM primary, MEX-5 binding, PME-1 inh, TPT1 inh, GLD-1 RNA inh, GSTO1 counter, Bcl-xL primary, Fam108B inh
# O=C(c1ccc(-n2cccc2)cc1)N1CCN(Cc2ccccc2)CC1 in the list: 0, -8, -2.8, 1, 0, -9, 1, -3, -1
# O=C(CN1CCN(c2ccc(O)cc2)CC1)N1CCc2ccccc21 in the list: 3, 24, 0.7, 1, -3, 9, 11, 18, -1
# Cn1c(=O)c2c(SCCN3CCOCC3)nc(C3CCCC3)nc2n(C)c1=O in the list: -3, 10, 0.7, 2, 2, 3, -5, 5, 0
# COc1ccc2nc(NC(=O)c3ccccc3-c3ccccc3C(=O)O)sc2c1 in the list: 2, 7, -2.5, 3, 2, 6, 5, 4, -1
